Screening results from PubChem.
BRCA1 expr act: increases BRCA1 expression | Potency, µM (doses to about 46.1 µM), for the others: at the highest dose activation, most hits filed as activators | MCF7-BRCA1-FFLuc reporter, luminescence, 48 h; response scale: scaled: vehicle 0%, 10 µM genistein 100% | 380,000 compounds, 1.1% hits; also: nearly all actives have a fitted effect of over 80% in size; some results filed as inactive show a strong effect at the top dose
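Quantitative HTS in MCF7 cells stably reporting BRCA1 expression via firefly luciferase. Compound treatment lasts 48 h at 37 °C in phenol-red free MEM. Activation is expressed relative to genistein at 10 microM and DMSO.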
FLuc counter: counter-screen for miR-21 project: firefly luciferase inhibitors or activators; 360,000 compounds, 6.9% hits; AID 588342; Potency, µM (top dose mostly 57.5 µM), without a hit: top-dose activity change, negative = inhibition, usual class: inhibitors; P08659; purified FLuc, Km substrates, luminescence inhibition;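 also: plate controls were vehicle for no effect and reference inhibitor for full effect; nearly all actives have a fitted effect of over 55% in size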
Target sequence (P08659 whole entry, looked up): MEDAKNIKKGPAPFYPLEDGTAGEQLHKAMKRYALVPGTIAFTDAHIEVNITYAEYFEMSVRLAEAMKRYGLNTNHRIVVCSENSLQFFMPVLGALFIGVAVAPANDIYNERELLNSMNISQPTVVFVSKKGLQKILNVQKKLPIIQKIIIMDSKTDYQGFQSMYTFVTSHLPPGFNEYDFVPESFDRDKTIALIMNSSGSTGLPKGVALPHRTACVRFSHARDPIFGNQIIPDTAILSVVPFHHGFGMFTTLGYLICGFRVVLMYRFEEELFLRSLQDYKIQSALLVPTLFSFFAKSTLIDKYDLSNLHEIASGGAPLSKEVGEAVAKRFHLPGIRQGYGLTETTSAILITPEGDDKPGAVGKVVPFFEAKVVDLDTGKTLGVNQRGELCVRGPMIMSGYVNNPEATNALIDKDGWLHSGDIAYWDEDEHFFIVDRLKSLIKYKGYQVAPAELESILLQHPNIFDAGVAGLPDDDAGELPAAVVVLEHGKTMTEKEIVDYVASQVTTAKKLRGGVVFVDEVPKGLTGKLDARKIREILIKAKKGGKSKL
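Purified P. pyralis luciferase, 10 nM final, with Km-level 10 uM D-luciferin and 10 uM ATP in 50 mM Tris acetate pH 7.5, 10 mM Mg acetate, 0.01% Tween-20, 0.05% BSA; 6-point qHTS titration about 60 µM downward; luminescence read.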
* hit, by the source's call; ? = inconclusive. Calls follow the shape of the dose curve; as a rule, active = well fitted curve in the direction sought with a large enough effect; inconclusive = small, poorly fitted or top-dose-only effect, or another doubt; inactive = no such curve, though single readings can be large; an effect the other way counts as inactive or inconclusive. Potency is read from the fitted curve at half-maximal effect. These rows are one share of the data; the hit share may differ from the screen's.

Start of the data: the first 4 compounds as a preview:
SMILES	BRCA1 expr act	FLuc counter
O=c1c2sc3ccccc3c2n(Cc2cccc(C(F)(F)F)c2)c(=O)n1Cc1ccc(F)cc1	0.0%	1.1%
CCOC(=O)C1=C(CS(=O)(=O)c2ccc(C)cc2)NC(=O)NC1c1ccc(C(C)C)cc1 (centres undefined)	-45.0%	4.1%
COc1ccc(-c2cc3nc(C)c(CCC(=O)NC(C)c4ccccc4)c(C)n3n2)c(OC)c1 (centres undefined)	-17.5%	-8.9%
O=C(NCCc1ccccc1)c1ccc2c(c1)N(Cc1c(F)cccc1Cl)C(=O)CS2	-22.8%	-10.1%

This part in full, previewed entries included:
SMILES	BRCA1 expr act	FLuc counter
O=c1c2sc3ccccc3c2n(Cc2cccc(C(F)(F)F)c2)c(=O)n1Cc1ccc(F)cc1	0.0%	1.1%
CCOC(=O)C1=C(CS(=O)(=O)c2ccc(C)cc2)NC(=O)NC1c1ccc(C(C)C)cc1 (centres undefined)	-45.0%	4.1%
COc1ccc(-c2cc3nc(C)c(CCC(=O)NC(C)c4ccccc4)c(C)n3n2)c(OC)c1 (centres undefined)	-17.5%	-8.9%
O=C(NCCc1ccccc1)c1ccc2c(c1)N(Cc1c(F)cccc1Cl)C(=O)CS2	-22.8%	-10.1%
CCN1CCN(C(=O)c2cnn(-c3ccc(F)cc3)c2-n2cccc2)CC1	7.1%	-0.6%
COc1ccc(CCNC(=O)Cn2c(-c3cccs3)cc3cc(F)ccc32)cc1OC	-9.5%	-1.5%
CCOC(=O)c1c(C)c(-c2ccccc2)n(CC(=O)Nc2cc(C)cc(C)c2)c1C	0.0%	4.5%
Cn1nnnc1SCCNCc1ccc(Cl)c(Cl)c1	33.3%	-6.8%
CCOc1ccc(C(=O)/C=C/c2cn(CC(O)CN3CCc4ccccc43)c3ccccc23)cc1 (centres undefined)	-51.2%	-3.9%
Cn1c(=O)c2c(nc(NCCc3ccccc3)n2Cc2ccc(Cl)cc2)n(C)c1=O	-40.9%	-13.1%
Cc1cccc(Cn2c(=O)n(Cc3ccccc3)c(=O)c3c2c2cc(C)ccc2n3C)c1	11.4%	-3.5%
CC1=C(C(=O)Nc2ccccc2)C(c2ccccn2)n2nc(SCc3ccccc3)nc2N1 (centres undefined)	-2.0%	-5.6%
Cc1cc2c(cc1S(=O)(=O)CCC(=O)N1CCC(C)CC1)OCC(=O)N2	4.7%	-17.7%
Cc1ccc(/C=C/c2onc(C)c2S(=O)(=O)N2CCC(C(=O)N3CCN(c4cc(C)ccc4C)CC3)CC2)cc1	-24.5%	2.4%
Cc1ccc(-c2n[nH]c3c2C(c2cccs2)N(c2ccc(Cl)cc2)C3=O)cc1 (centres undefined)	-62.2%	4.4%
CCc1ccccc1NC(=O)N1CCN(Cc2nc3ccc(C)cc3o2)CC1	-9.9%	-1.6%
CCCS(=O)(=O)Nc1cccc(-c2cn3ccsc3n2)c1	-7.6%	?
Cc1ccc(CNC(=O)Cn2c(=O)n(-c3ccc(C)c(F)c3)c(=O)c3sc4ccccc4c32)cc1	15.7%	-2.4%
COc1cccc(C2C(C(=O)Nc3ccc(Cl)cc3)=C(C)Nc3nc4ccccc4n32)c1OC (centres undefined)	0.0%	7.4%
CC(=O)c1ccc(N2CCN(S(=O)(=O)c3ccc4[nH]c5c(c4c3)CCCCC5)CC2)cc1	-1.9%	2.0%
CCOc1ccc(/C=C/c2nc3ccccc3n2S(=O)(=O)c2ccc(Br)cc2)cc1	?	0.849µM*
COc1ccccc1CNC(=O)CN1C(=O)CSc2ccc(S(=O)(=O)N(C)C)cc21	0.0%	1.0%
Cc1ccc(-c2nn(CCC(=O)Nc3ccc(OC(F)(F)F)cc3)c(=O)c3ccccc23)cc1	-4.6%	1.9%
COc1ccc(C(=O)Nc2nc(-c3nnn(-c4ccc(C(C)C)cc4)c3C)ns2)cc1	-0.4%	-3.4%
Cc1ccc(C)c(NC(=O)CN2C(=O)c3cccc4cccc2c34)c1	15.6%	1.0%

New compounds follow
SMILES	BRCA1 expr act	FLuc counter
O=c1c2ccccc2n(Cc2ccccc2Cl)c(=O)n1CCc1ccccc1	-21.5%	-10.6%
O=C(NC1CCCCC1)c1ccc2c(c1)N(Cc1ccc(Cl)cc1)C(=O)c1ccccc1S2(=O)=O	0.0%	-2.0%
COc1ccc(S(=O)(=O)N(CC(=O)Nc2cccnc2)c2ccc(Cl)cc2)cc1	-33.4%	-14.8%
COc1ccc(Cl)cc1N=C1NC(=O)CC(C(=O)Nc2ccccc2C(F)(F)F)S1 (centres undefined)	-6.1%	?
COc1ccc(-c2nc(C)c(CCNC(=O)c3cc(OC)c(OC)c(OC)c3)s2)cc1OC	-15.3%	-12.3%
Cc1nn(-c2ccccc2)c(-n2cccc2)c1C(=O)NCCc1ccc(Cl)cc1	-13.7%	-2.2%
Fc1ccc(Nc2ncnc3onc(-c4cccc(Cl)c4)c23)c(F)c1	4.0%	-2.6%
Cc1ccc(CNC(=O)CCNS(=O)(=O)c2ccc3c(c2)CCCC(=O)N3)cc1	-10.9%	-9.6%
Cc1ccc(CNC(=O)c2ccc3c(c2)N(Cc2ccccc2F)C(=O)c2ccccc2S3(=O)=O)cc1	-7.1%	1.9%
COc1ccc(OC)c(CCNC(=O)CN2C(=O)COc3ccc(S(=O)(=O)N4CCC(C)CC4)cc32)c1	-28.0%	2.8%
CCOCCn1ccc2c(OCC(=O)Nc3cccc(F)c3)cccc2c1=O	9.2%	-1.7%
COc1ccc(CCNC(=O)c2c(C)oc3ncn(CC(C)C)c(=O)c23)c(OC)c1	-0.2%	-2.5%
Cc1ccn2c(=O)c(C(=O)NCCc3ccccc3)c(O)nc2c1	2.5%	3.2%
COc1ccc(-c2cc3nc(C)c(CCC(=O)Nc4ccccc4C(C)=O)c(C)n3n2)c(OC)c1	-20.8%	-6.1%
Cc1ccccc1-c1ccnc2c(-c3ccc(F)cc3)c(C)nn12	3.8%	?
COc1ccccc1CNS(=O)(=O)c1cc(Br)cc2c1N(C(C)=O)C(C)C2 (centres undefined)	-12.5%	-3.7%
CCOC(=O)CCN(c1ccccc1)S(=O)(=O)c1ccc2[nH]c(=O)ccc2c1	-5.9%	-5.1%
COc1cc(OC)cc(-c2nc(-c3ccc4c(c3)[nH]c(=O)n4C)no2)c1	11.7%	-1.7%
Cc1cc(C)cc(OC(=O)c2cc(-c3ccc4c(c3)OCCO4)on2)c1	0.3%	-28.7%
CC1=C(C(=O)OCc2ccc(C)cc2)C(c2ccccc2C(F)(F)F)CC(=O)N1 (centres undefined)	-16.3%	-0.1%
Cc1ccc(-c2c(C)n3c4c(=O)n(C)c(=O)n(C)c4nc3n2CCCO)cc1	-43.8%	-0.2%
CCCCCn1c(=N)c(S(=O)(=O)c2ccc(C)cc2)cc2c(=O)n3cc(C)ccc3nc21	-0.9%	-2.1%
Cc1ccc(Cn2c(CO)cnc2SCC(=O)Nc2cccc(F)c2)cc1	9.4%	-2.8%
COc1ccc(NC(=O)Cn2c(=O)n(CCC(=O)NCc3ccccc3OC)c(=O)c3ccccc32)cc1Cl	8.3%	-2.1%
Cc1cccc(N2CCN(C(=O)C3CCN(S(=O)(=O)c4ccc5c(c4)oc(=O)n5C)CC3)CC2)c1C	-31.7%	-8.3%

Carrying on.
SMILES	BRCA1 expr act	FLuc counter
Cc1cc2ccccc2n1CCNC(=O)c1cccc(Cl)c1	30.0%	-14.0%
COc1ccc(Cl)cc1NC(=O)CSc1cc(C)[nH]c(=O)n1	15.7%	1.3%
CC(Oc1ccccc1)C(=O)Nc1c(C(=O)Nc2cccc(F)c2)oc2ccccc12 (centres undefined)	-4.7%	-1.2%
CCC(=O)N1c2ccc(S(=O)(=O)NCc3cccc(OC)c3)cc2CC1C (centres undefined)	14.5%	-1.7%
CCc1ccc(OCC(=O)Nc2cc3oc4ccccc4c3cc2OC)cc1	-6.4%	-1.5%
CC1=C(C(=O)N2CCN(c3cccc(Cl)c3)CC2)C2(CCCCC2)OC1=O	3.0%	-7.3%
CCCN1CCN(CCNC(=O)Nc2cc(C)ccc2OC)CC1	-5.8%	6.4%
Cc1cccc(NC(=O)CSc2nc3ccc(NC(=O)c4cccs4)cc3s2)c1	11.8%	?
COc1ccc(-c2cc(C(F)(F)F)n3nc(-c4ccccc4)cc3n2)cc1OC	-55.7%	-0.6%
CN(C)C1(CNC(=O)COc2ccc(C(C)(C)C)cc2)CCCCC1	-10.1%	1.0%
O=C(Nc1cc2c(cc1C(=O)c1ccccc1Br)OCCO2)c1cccc(Cl)c1	15.4%	-1.1%
Cc1ccc(Cn2cccc2C2=NC(C)(C)CO2)cc1	2.0%	0.3%
CCC(C)NC(=O)Cn1c(=O)n(Cc2ccc(C(=O)NCc3ccccc3OC)cc2)c(=O)c2ccccc21 (centres undefined)	-10.6%	-3.0%
CN(C)c1ccc(CNS(=O)(=O)c2ccc3[nH]c4c(c3c2)CCCCC4)cc1	0.0%	-14.2%
Cc1cccc(-c2noc(-c3cccnc3NCc3ccc(Cl)cc3)n2)c1	1.0%	?
O=C(CCCCn1c(=O)c2ccccc2n(CC(=O)Nc2cccc(F)c2)c1=O)NCCc1ccccc1	-15.5%	-2.3%
CCc1ccc(NC(=O)c2sc3nc(C)c(Cl)c(C)c3c2NC(=O)c2ccccc2OC)cc1	-8.5%	-6.3%
COc1ccc(C(=O)NCCn2cc(SCC(=O)Nc3cccc(C)c3)c3ccccc32)cc1	10.0%	?
COc1ccc(-c2noc(CSc3nnc(-c4ccncc4)n3-c3cccc(C)c3)n2)cc1OC	-23.8%	0.6%
CCN(CC)CCCNC(=O)CN1C(=O)COc2ccc(S(=O)(=O)N3CCC(C)CC3)cc21	7.8%	0.0%
CC(=O)c1ccc(NC(=O)CCc2c(C)nc3cc(-c4ccc(Cl)cc4)nn3c2C)cc1	-38.8%	16.9µM*
Cc1cccc(NC(=O)CSc2nnc(C)c(=O)[nH]2)c1	-3.9%	-1.9%
Cc1nn(-c2ccc(F)cc2)c(-n2cccc2)c1C(=O)N1CCCCC1C (centres undefined)	8.0%	-2.5%
CCOC(=O)C1CCCN(Cc2cn3c(-c4ccc(Br)cc4)nnc3s2)C1 (centres undefined)	15.6%	-1.8%
COc1ccc(NC(=O)CN2CCN(C3CCCCC3)C(=O)C2=O)cc1	0.0%	-4.8%

3 compounds already listed, arranged by their value in BRCA1 expr act, smallest number first.
Structure	BRCA1 expr act
COc1ccc(OC)c(CCNC(=O)CN2C(=O)COc3ccc(S(=O)(=O)N4CCC(C)CC4)cc32)c1	-28.0%
COc1ccc(-c2noc(CSc3nnc(-c4ccncc4)n3-c3cccc(C)c3)n2)cc1OC	-23.8%
O=C(NCCc1ccccc1)c1ccc2c(c1)N(Cc1c(F)cccc1Cl)C(=O)CS2	-22.8%

Ordered by molar mass (ascending): some entries from above.
SMILES	BRCA1 expr act	FLuc counter
Cc1ccc(Cn2cccc2C2=NC(C)(C)CO2)cc1	2.0%	0.3%
CN(C)C1(CNC(=O)COc2ccc(C(C)(C)C)cc2)CCCCC1	-10.1%	1.0%
CCc1ccc(OCC(=O)Nc2cc3oc4ccccc4c3cc2OC)cc1	-6.4%	-1.5%

Continuation:
SMILES	BRCA1 expr act	FLuc counter
Cc1cccc(-n2ccnc2SCC(=O)Nc2cccc3ccccc23)c1	0.4%	-3.2%
COCCCn1c(=N)c(S(=O)(=O)c2ccccc2)cc2c(=O)n3cc(C)ccc3nc21	9.7%	6.9%
COc1ccccc1NC(=O)C1=C(C)Nc2nc(SCc3ccccc3)nn2C1c1ccncc1 (centres undefined)	-13.0%	1.0%
Cc1ccc(CN2CCC(CNc3ncnc4onc(-c5ccc(Cl)cc5)c34)CC2)cc1	-5.9%	-1.0%
CCCC1=Nc2cc(C(=O)N3CCC(C)CC3)ccc2Sc2ccc(C)cc21	4.6%	-10.3%
COc1ccc(NC(=O)Cn2c(=O)n(-c3ccc(C)cc3)c(=O)c3c2c2cc(C)ccc2n3C)cc1	4.3%	-4.1%
Fc1ccccc1Nc1c2c(nc3ccccc13)CCC2	-38.9%	-0.9%
O=S(=O)(c1ccccc1)n1nc(-c2ccccc2)nc1NCc1ccc(Cl)cc1	-12.7%	-0.3%
O=C(CN1C(=O)CCc2cc(S(=O)(=O)N3CCOCC3)ccc21)NCc1ccc(Cl)cc1	0.0%	4.1%
COc1ccc(CCNC(=O)CCc2c(C)nc3cc(-c4cccc(F)c4)nn3c2C)cc1OC	-33.6%	-2.6%
CCOc1ccc(-n2c(SCc3ccccc3)nc3c([nH]c4ccccc43)c2=O)cc1	-7.8%	-0.8%
COc1cccc2sc(NC(=O)c3ccc(S(=O)(=O)N4CCC(C)CC4)cc3)nc12	-33.6%	?
O=C(Nc1ccc(Cl)c(-c2nc3ccccc3o2)c1)c1ccc(-c2cccc([N+](=O)[O-])c2)o1	-15.4%	-10.9%
CCN(C(=O)CCS(=O)(=O)c1cc2c(cc1C)NC(=O)CO2)c1cccc(C)c1	-5.7%	-17.8%
CCn1c(=O)c2cc(C(=O)Nc3cc(OC)c(OC)c(OC)c3)sc2c2ccccc21	-28.1%	-1.9%
CCOC(=O)c1ccc(NC(=O)Cn2c(=O)cc(C)c3c(C)nn(-c4ccc(CC)cc4)c32)cc1	0.0%	-2.7%
CCOC(=O)c1ccc(NC(=O)COc2cccc3c(=O)n(C)ccc23)cc1	-4.1%	-8.1%
O=C(NCc1ccco1)c1ccc2c(c1)N(Cc1ccccc1F)C(=O)c1ccccc1S2=O (centres undefined)	-16.1%	-4.0%
COc1ccc(NC(=O)c2oc3ccc4c(c3c2C)C(=O)CC(C)(C)O4)cc1OC	?	0.426µM*
